# Bioassay records deposited in PubChem BioAssay by several laboratories.
# EBV gp42 inh: EBV gp42 inhibition | inhibition, % (tested at 21.74 µM) | Q1HVG2 | 220,000 tested, 0.42% active | AID 1085 | Fluorescence polarization binding assay, mP read-out; in the data active = inhibition above about 50%
# Target sequence (Q1HVG2 whole entry, looked up): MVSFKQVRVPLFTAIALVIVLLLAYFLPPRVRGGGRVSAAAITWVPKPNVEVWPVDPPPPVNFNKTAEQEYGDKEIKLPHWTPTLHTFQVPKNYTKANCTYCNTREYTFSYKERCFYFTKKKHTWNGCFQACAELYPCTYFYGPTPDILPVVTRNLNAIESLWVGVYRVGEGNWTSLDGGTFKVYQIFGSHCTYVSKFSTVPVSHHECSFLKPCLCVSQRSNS
# TNF death inh: blocks TNF-alpha induced death of Jurkat FADD-/- cells; activation (protection from cell death), % at 10 µM; 220,000 tested, 0.068% active; AID 463075; Jurkat FADD-/- TNF necroptosis rescue, ATP luminescence, 24 h; 0 = TNF only, 100 = no-TNF cells;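 active = activation, meaning protection from cell death, of at least 50% relative to plate controls; inactive = activation below 50%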;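 note: necroptosis triggered by 40 ng/mL TNF-alpha added together with compound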
# TRPML3 agonist: agonists of human TRPML3 channel; HEK293 TRPML3-YFP, Fluo-8 calcium fluorescence; 100% = the carbachol control signal; AID 1448; 220,000 tested, 0.29% active; activation, % at 3 µM; Q8TDD5;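 active = activation above its plate's cutoff, the mean activation of the plate's test wells plus 3 SD, cut at about 12% in these data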;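 note: 0% = DMSO only wells and 100% = carbachol wells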
#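 Test system – HEK293 line with stable expression of human TRPML3-YFP channel · Control set – carbachol 87 µM final as high control (100%), DMSO as low control (0%) · Signal – Fluo-8 calcium dye fluorescence, ex 470-495, em 515-575 nm · Incubation – 1-h 37 °C dye load, 5-s basal, 120-s post-compound reads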
# p47phox inh: inhibitors of human p47phox binding. P14598. p47phox/p22phox peptide binding, fluorescence polarization, 2 h. inhibition, % at 24.7 µM. 220,000 tested, 0.53% active. AID 1274;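 active = inhibition above about 30%, limit read from the data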;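 note: 0% = p47phox with labelled peptide and 100% = labelled peptide alone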
# Target sequence (P14598 whole entry, looked up): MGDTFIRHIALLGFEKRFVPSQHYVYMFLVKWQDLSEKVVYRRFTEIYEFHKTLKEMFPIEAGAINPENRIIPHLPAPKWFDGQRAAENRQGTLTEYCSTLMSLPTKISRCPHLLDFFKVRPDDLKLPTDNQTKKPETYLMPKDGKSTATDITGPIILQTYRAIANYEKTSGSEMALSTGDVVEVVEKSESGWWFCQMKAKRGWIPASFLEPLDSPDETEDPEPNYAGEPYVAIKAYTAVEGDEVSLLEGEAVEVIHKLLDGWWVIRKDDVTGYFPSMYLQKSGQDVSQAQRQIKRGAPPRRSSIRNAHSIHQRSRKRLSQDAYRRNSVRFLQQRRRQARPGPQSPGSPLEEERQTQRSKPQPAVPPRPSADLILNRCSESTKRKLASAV
# TRPN1 ag: zebrafish TRPN1 (NompC) channel agonism; AID 1424; activation, % at 3 µM; HEK293 zebrafish TRPN1-YFP, Fluo-8 calcium fluorescence; 100% = response to 87 µM carbachol; 220,000 tested, 0.18% active;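 active = activation above its plate's cutoff, the mean activation of test wells on that plate plus 3 SD, cut at about 19% in these data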;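 note: 0% = DMSO alone and 100% = 87 µM carbachol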
#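 Material: zebrafish TRPN1-YFP in HEK293 cells; Doses: single test compound dose, 3 µM nominal, 0.3% DMSO; Timing: dye loading 1 h at 37 °C, then 30 min room temperature; Technique: intracellular calcium fluorescence with Fluo-8; Benchmarks: high carbachol 87 µM, low DMSO alone.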
# PPC-1+TRAIL kill: kills PPC-1 cancer cells in the presence of TRAIL | PPC-1 cells + TRAIL, ATPLite viability luminescence | cell killing (% activity), % at 4 µM | 220,000 tested, 0.41% active | AID 1443;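 active = cell killing above 50% in the first pass at 4 µM, then a duplicate retest at 5 µM averaging 50% or more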;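 note: plate controls were cells with TRAIL plus DMSO for no effect and medium-only wells lacking cells for full effect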
# Mdm2 ligase inh: blocks human Mdm2 ubiquitin ligase activity; Q00987; cell-based MDM2 ubiquitination luciferase reporter, 2 h; 0 = plate control, 100 = twice control, blank-subtracted; signal enhancement, % at 5 µM; 210,000 tested, 0.11% active;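 active = signal enhancement of 30% or more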;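 note: luminescence tracks abundance of the self-degrading MDM2-luciferase fusion protein; higher signal means inhibition of MDM2 E3 ligase activity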
# Target sequence (Q00987 whole entry, looked up, the tested form may be a part): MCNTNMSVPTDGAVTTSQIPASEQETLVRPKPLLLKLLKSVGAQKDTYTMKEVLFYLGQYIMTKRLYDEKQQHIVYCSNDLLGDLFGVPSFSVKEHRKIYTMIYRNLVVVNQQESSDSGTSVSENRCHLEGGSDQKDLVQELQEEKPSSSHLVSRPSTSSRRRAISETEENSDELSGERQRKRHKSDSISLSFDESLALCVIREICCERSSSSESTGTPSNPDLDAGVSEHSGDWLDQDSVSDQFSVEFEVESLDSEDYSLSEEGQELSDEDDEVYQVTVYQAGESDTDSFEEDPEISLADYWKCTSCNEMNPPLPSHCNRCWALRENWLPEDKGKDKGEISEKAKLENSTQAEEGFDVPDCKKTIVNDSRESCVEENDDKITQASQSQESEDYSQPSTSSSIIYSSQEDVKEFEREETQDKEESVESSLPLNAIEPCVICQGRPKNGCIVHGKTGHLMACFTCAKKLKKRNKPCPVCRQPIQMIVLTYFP
#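 Material: Stable MDM2–luciferase fusion reporter cells | Amount: 2000 cells seeded into each well | Dosing: One concentration, 5 µM, with 0.2% DMSO | Incubation: 4 h cell settling then 2 h compound exposure, 37 °C | Measured by: Luciferase luminescence | Read-out basis: % enhancement relative to plate controls after blank subtraction | Benchmarks: Control and blank well means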
# Runt-SMMHC FRET: Runt domain-CBFb-SMMHC interaction inhibition; Q01196+Q13951; AID 1434; inhibition, % at 20 µM; Cerulean-Runt/Venus-CBFb-SMMHC FRET ratio 530/480, 1 h; 220,000 tested, 0.74% active;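 active = mean inhibition across duplicate retests at 20 µM reaching about 50%, limit read from the data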;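 note: 0% = DMSO wells and 100% = wells with excess untagged CBFb-SMMHC; inhibitors lower the FRET ratio by blocking Runt binding to CBFb-SMMHC; some results filed as inactive read as strong as hits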
# CHOP inh: inhibitors of CHOP induction in ER stress response; CHO-K1 CHOP-promoter luciferase, tunicamycin-induced, 15-18 h; inhibition, % at 10 µM; 220,000 tested, 3.8% active; AID 2732;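 active = compounds that reduced the stress-induced luciferase reporter signal by more than about 70% of percent inhibition, limit read from the data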;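 note: 0% = tunicamycin plus vehicle and 100% = wells without tunicamycin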
# Numbers without * were called inactive; · = not tested or not shown; [ ] = remark or other dose.
# Sequence of screens: EBV gp42 inh	TNF death inh	TRPML3 agonist	p47phox inh	TRPN1 ag	PPC-1+TRAIL kill	Mdm2 ligase inh	Runt-SMMHC FRET	CHOP inh
- COc1ccc(C2(O)CCN(C(=O)Cc3cccnc3)CC2)cc1
    -16	-0.9	0.8	-7	0.6	-7	-67	1	-19
- CCN1CCN(C(=O)c2ccccc2N(Cc2ccccc2)S(=O)(=O)c2ccc(OC)cc2)CC1
    -3	-0.9	1.1	5	1.6	13	-2	2	-11
- CCc1ccc(/C=N/NC(=O)Cc2cccn2C)cc1
    -10	2.4	0.7	-16	-1.1	2	-11	-4	-1
- Cc1ccc(C(=O)NC(=S)Nc2cc(-c3nc4ccccc4s3)ccc2C)cc1
    -3	-2.8	0.5	2	0.1	28	-25	3	10
- COc1ccccc1NC(=O)COC(=O)CNC(=O)c1ccc(OC)c(OC)c1
    -26	0.5	1.2	-13	1.2	14	-4	1	-18
- CCc1ccc(NC(=O)C(C)OC(=O)c2ccc(NS(=O)(=O)c3ccc(C)c([N+](=O)[O-])c3)cc2)cc1 (centres undefined)
    -34	2.4	0.1	-21	1.1	20	-8	-3	43
- CCN(CC)S(=O)(=O)c1ccc(S(=O)(=O)N2CCCC2)cc1
    -17	2.5	2.0	-45	1.0	·	-10	·	-9
- CC1(C)CC(=O)C(N=Nc2cccc(S(=O)(=O)N3CCOCC3)c2)=C(O)C1
    -10	-3.7	-0.3	-16	-1.0	-3	-30	-4	-14
- COc1ccc(CC2NCCC3(O)CCCCC23)cc1 (centres undefined)
    -20	1.3	0.3	3	-0.8	9	-3	-2	-19
- CCCCN(C(=O)Cn1nnc2ccccc21)C(C(=O)NCCOC)c1ccccc1 (centres undefined)
    -7	1.2	-1.2	-4	0.8	21	7	-3	19
- COc1ccc(Nc2oc(-c3ccccc3)nc2C#N)cc1
    3	0.8	0.5	-9	-0.8	7	-4	3	-9
- COC1=C(Nc2ccc(O)cc2)C(=O)c2ccccc2C1=O
    5	-8.6	-1.1	11	-2.4	28	-6	1	39
- Cn1nnc2cc(NC(=O)NCc3ccc4c(c3)OCO4)ccc21
    0	1.7	0.2	-5	0.6	36	-8	0	9
- Cn1c(=O)c2c(ncn2CCN(CCO)Cc2ccccc2)n(C)c1=O
    -12	-2.1	0.8	-7	0.0	-2	-11	-4	-3
- O=C(NCCCCCNC(=O)c1cccnc1)c1cccnc1
    -32	0.4	0.3	-5	0.0	20	-29	1	-14
- Cc1ccc2nc(N/N=C/c3ccco3)cc(C)c2c1
    -10	0.1	0.5	7	-1.7	7	17	1	13
- OC1(c2cccc(C(F)(F)F)c2)CCNCC1
    -2	-0.9	0.5	0	1.0	20	-16	-1	21
- O=C1CC(C(=O)Nc2ccccc2)S/C(=N\NC(=O)c2ccccc2Cl)N1 (centres undefined)
    -5	0.6	0.4	-3	1.2	·	-26	0	-27
- O=C(O)c1ccc(/C=N/N2CCN(C3c4ccccc4-c4ccccc43)CC2)cc1
    -6	3.3	0.2	-8	-1.0	7	0	-3	56
- CCc1ccccc1NC(=O)N1CCc2ccccc21
    -12	2.7	3.5	-10	1.1	-13	13	0	9
- N#C/C(=C\c1ccc(OCc2ccccc2)cc1)C(N)=O
    -16	1.5	-0.1	-17	-0.8	-8	-10	-4	-12
- O=C(COC(=O)Cc1c(Cl)cccc1Cl)Nc1ccc(OC(F)(F)F)cc1
    1	2.8	-0.1	-4	0.3	40	·	0	109*
- CC(C)C[C@H](NC(=O)c1nc[nH]c1C(=O)N1CCC(C)CC1)C(=O)OCc1ccccc1
    -5	0.6	·	-8	·	7	16	0	17
- Cc1cccc(-n2c(Cc3cc(=O)[nH]c(=O)[nH]3)nnc2SCC(=O)NCC2CCCO2)c1 (centres undefined)
    -9	0.0	-0.6	-19	0.2	-17	-16	-1	43
- CCNC(=O)OCCC12CC3CC(CC(C3)C1)C2
    -10	0.5	0.7	2	-0.6	21	-3	-1	20
- Cn1nccc1C(=O)Nc1cccc(C(F)(F)F)c1
    -5	-0.2	0.5	-14	-0.8	3	-7	0	9
- CC(C)C[C@H](N)c1cn([C@@H](Cc2cc3ccccc3[nH]2)C(=O)N2CCNCC2)nn1
    -9	0.4	0.8	-8	0.1	20	·	-2	14
- CC1Cn2c(CCc3ccccc3)nnc2S1 (centres undefined)
    -13	-1.5	0.6	-4	1.7	13	-11	-1	2
- [O-][n+]1c2c(nc3c1-c1ccccc1C3O)CCCC2 (centres undefined)
    1	-0.7	0.7	-2	-0.5	·	-5	·	-10
- CN(C)CCNc1nc2sc3c(c2c(=O)n1-c1ccc(F)cc1)CCCCC3
    -5	1.0	1.7	-8	1.9	-8	-5	6	5

# Individual results from above:
# Entry for CN(C)CCNc1nc2sc3c(c2c(=O)n1-c1ccc(F)cc1)CCCCC3 under TRPN1 ag: 1.9
# Entry for CC1Cn2c(CCc3ccccc3)nnc2S1 (centres undefined) under CHOP inh: 2

# Next section.
# Sequence of screens: EBV gp42 inh	TNF death inh	TRPML3 agonist	p47phox inh	TRPN1 ag	PPC-1+TRAIL kill	Mdm2 ligase inh	Runt-SMMHC FRET	CHOP inh
- COc1ccc(-c2n(CC(=O)OC3CC(C)CCC3C(C)C)c3ccccc3[n+]2C)cc1 (centres undefined)
    -4	-10.0	0.2	25	-0.7	45[5 µM]	-42	0	87*
- CN(C)C(=O)CN(c1ccc(F)c(Cl)c1)S(C)(=O)=O
    -5	5.6	1.1	-2	-0.6	21	-12	-2	-10
- COc1ccc(C(=O)N2CCC(C(=O)O)CC2)cc1
    -26	2.6	1.0	2	0.5	0	-13	0	9
- O=C(N1CCOCC1)N1CCN(S(=O)(=O)c2ccccc2)C1
    9	-0.3	0.0	10	1.2	9	-6	0	4
- COc1ccc(N/C=C\C(=O)c2ccc3c(c2)OCO3)cc1
    -34	-3.5	0.2	-3	0.0	68*[5 µM]	-50	-33	28
- CCn1c(/C=C/N(C(C)=O)c2ccccc2)[n+](CCCS(=O)(=O)[O-])c2cc(Cl)c(Cl)cc21
    -8	-0.1	0.6	-3	1.3	·	-14	·	17
- O=C(CC(=O)N/N=C\c1cccc(Cl)c1Cl)NCc1ccccc1
    -1	1.2	1.3	-8	3.7	21	-8	1	38
- O=C(CCn1c(=S)oc2ccccc21)NC1CCCCC1
    -6	0.4	-0.3	4	1.5	3	-8	-1	22
- CCCCNc1ccc(C(CC(N)=O)NC(=O)c2ccccc2)cc1[N+](=O)[O-] (centres undefined)
    -6	0.8	·	-6	·	26	-1	-3	9
- COc1ccc2[nH]c3c(=O)n(Cc4ccco4)cnc3c2c1
    -19	-0.5	0.1	-2	-2.1	10	-4	15	0
- COc1ccc(C2C(C(=O)O)CCC(=O)N2c2ccc(C)cc2)cc1OC (centres undefined)
    -8	0.6	0.6	-8	1.4	26	·	-1	21
- C=CCn1c(CCNC(=O)c2ccc(Cl)c(Cl)c2)nnc1SCCOc1ccc(OC)cc1
    -4	-1.5	-1.1	-9	0.9	2	-30	-5	97*
- Cn1nc(C(F)(F)F)c(/C=N/OC(=O)c2ccccc2Cl)c1SCc1ccccc1Cl
    -2	-18	1.3	-6	1.0	22	7	-2	35
- CCn1c(SCC(=O)NCc2cccs2)nnc1-c1ccncc1
    -18	-3.3	0.1	-10	-0.2	14	-35	0	-8
- COc1cc(/C=C/C(=O)OCC(=O)c2c[nH]c3ccccc23)ccc1OC(F)F
    2	-0.5	0.9	-32	-0.1	6	-6	1	47
- CC(C)(C)c1cc(=O)[nH]c(SCc2ccccc2Cl)n1
    -7	-1.0	0.7	5	0.0	-6	14	3	49
- COc1ccc(N2CCc3c(C)nc(SC)nc32)cc1
    -1	-2.2	-1.2	-11	-3.3	6	-2	6	11
- COc1ccc(C2CC(=O)c3cnc(N4CCN(Cc5ccccc5)CC4)nc3C2)cc1 (centres undefined)
    -20	-1.5	-0.6	-23	-0.4	6	1	1	65
- CCCC(=O)C1=C(O)C(C(=O)OC)C(C)(C)CC1=NC(C)C (centres undefined)
    -11	-0.1	0.3	-10	0.2	-5	0	4	15
- CCOC(=O)c1ccc(Nc2cc(C)nc(C)c2C(=O)OCC)cc1
    -21	-1.0	-0.2	-32	0.0	4[5 µM]	-8	-3	8
- O=C(c1ccc(Cl)cc1)C1CCN(C(=O)C2CC2)CC1
    5	-0.5	-0.2	5	0.9	13	-28	-6	-19
- O=[N+]([O-])c1ccc2nc(SCc3ccccc3Cl)sc2c1
    -10	-5.3	1.3	-27	-2.0	3	-3	-12	51
- COc1ccccc1N1CCN(CC(=O)Nc2ccc(CN3CCCCC3)cc2)CC1
    0	0.5	0.9	-15	-0.9	-30	7	5	31
- O=C(O)c1cccc(NC(=O)c2cc(-c3cccc(Cl)c3)nc3ccccc23)c1
    9	1.1	0.1	-16	0.0	5	-23	-7	-25
- COc1cc(NS(=O)(=O)c2cc(C)ccc2OC)c(OC)cc1Cl
    -15	0.2	-1.0	-3	-1.4	-4	-15	-1	-21
- O=S(=O)(c1ccc2c(c1)OCCO2)N1CCC(c2nc3ccccc3[nH]2)CC1
    -2	-3.1	0.6	-8	0.6	6	-14	1	35
- CC(C)NC(=O)NC(=O)COC(=O)c1cc[n+]([O-])cc1
    1	0.2	0.4	0	-0.6	13	-4	-4	7
- CCOC(=O)C1CCN(C(=O)CSC2=NCCS2)CC1
    -26	2.6	1.3	-30	0.3	-5	8	-13	55
- CSCCC(NC(=O)c1ccc(C(C)(C)C)cc1)C(=O)O (centres undefined)
    -8	1.3	1.2	2	0.2	7	-5	-1	9
- CC(C)C(=O)Nc1csc(C(F)(F)F)c1-c1ccccc1
    -6	1.8	-0.2	-1	-2.1	-10	1	0	9
- COc1ccc(C(CC(=O)N2CCN(c3ccccc3)CC2)c2c(OC)cc(OC)c3ccc(=O)oc23)cc1 (centres undefined)
    -9	-1.1	·	-51	·	1	13	0	35
- COC(=O)c1ccc(COc2ccccc2/C=N/NS(=O)(=O)c2ccccc2)cc1
    -6	-19	-1.9	-13	-3.0	6	-23	0	9
- CC1Cc2ccccc2N1CC(=O)NC(=O)NCc1ccco1 (centres undefined)
    -6	-0.3	-0.5	-11	0.7	-10	-4	-48	12
- Nc1c(C(=O)c2ccc(Cl)cc2)oc2ccccc12
    -6	1.8	0.4	-12	-1.4	18	-12	1	17
- O=C(N/N=C1\CCCc2ccccc21)c1ccccc1Cl
    3	-0.3	-0.1	-2	-0.3	6	-5	0	0
- C/C(=N\N)c1c(-c2ccccc2)c2cc(Br)ccc2[nH]c1=O
    2	-0.1	0.7	4	1.6	10	9	0	-2
- COC(=O)Cc1c(C)c2ccc(OC(C)C)cc2oc1=O
    -10	0.9	1.2	1	3.6	-12	-11	2	4

# This is a random part of the collection; any-hit rate near 5.9%.
